RMI-FANCM inh: RMI-FANCM interaction inhibition. Fluorescence polarization, RMI core complex with F-MM2 peptide; stronger effect = lower value. FP signal (polarization) at 33 µM. actives 0.58% (n = 70,000). AID 1159607; in the data active means FP signal below about 40; further: inactives centre near 61; strong numbers were not always called active; unit not given here
An asterisk follows results filed as active; & = joins results of further samples.

Preview:
Screening CSc1nnc(-c2ccccc2NC(=O)c2ccc(C)c(S(=O)(=O)N3CCCC3)c2)o1 returned RMI-FANCM inh 62.
O=c1[nH]c(CN2CCOCC2)nc2ccccc12 was read as RMI-FANCM inh 61.

The whole of this part, repeating the preview:
Screening CSc1nnc(-c2ccccc2NC(=O)c2ccc(C)c(S(=O)(=O)N3CCCC3)c2)o1 returned RMI-FANCM inh 62.
O=c1[nH]c(CN2CCOCC2)nc2ccccc12 was read as RMI-FANCM inh 61.
Cc1nn(-c2ccccc2)c(N)c1N=Nc1cccnc1 was read as RMI-FANCM inh 56.
O=C(CSc1ccc(NC(=O)c2ccccc2F)nn1)NCc1ccco1 was read as RMI-FANCM inh 64.
`CCOc1ccc2c(c1)c(=O)c(C(=O)c1ccc(CC)cc1)cn2CC(=O)Nc1cc(OC)cc(OC)c1` gave RMI-FANCM inh 74.
For C=C(C)Cn1c(=O)c2c(nc3n2CC(C)CN3c2cccc(Cl)c2)n(C)c1=O (stereo not given) the results were RMI-FANCM inh 57.
`Cc1ccc(I)cc1[N+](=O)[O-]` gave RMI-FANCM inh 53.
Screening O=C(Cn1c(CO)cnc1SCC(=O)N1CCc2ccccc21)NCc1ccc(F)cc1 returned RMI-FANCM inh 53.
Screening C=C1CCC(OC(C)=O)/C(C)=C/C[C@@H]2[C@@H]1CC2(C)C (stereo not given in full) returned RMI-FANCM inh 65.
Cc1ccccc1Cn1cnc2c(cnn2CCNC(=O)COc2ccc(Cl)cc2)c1=O was read as RMI-FANCM inh 70.
For C=CCn1c(=S)sc2c(=O)[nH]cnc21 the results were RMI-FANCM inh 55.
Cc1ccc2oc(=O)n(CCC(=O)Nc3ccccc3N3CCCCC3)c2c1 was read as RMI-FANCM inh 61.
For O=C(OCCc1ccccc1/C=C\[N+](=O)[O-])c1ccc(F)cc1 the results were RMI-FANCM inh 54.
Screening CCn1cccc(-c2nnc(SCC(=O)NC)n2C)c1=O returned RMI-FANCM inh 64.
Screening COc1ccc(OC)c2[nH]c(=O)c(CCNC(=O)COc3ccc(Cl)cc3Cl)cc12 returned RMI-FANCM inh 71.
`N#C/C(=C\c1ccc(Cl)c(Cl)c1)c1nc2ccccc2c(=O)[nH]1` gave RMI-FANCM inh 62.
CC(NC(=S)NCCc1ccccc1)C(c1cccs1)N1CCN(Cc2ccccc2)CC1 (stereo not given) was read as RMI-FANCM inh 75.
For O=C(c1ccc([N+](=O)[O-])cc1)N1CCSC1c1ccccc1 (stereo not given) the results were RMI-FANCM inh 62.
Screening Cc1c(C(=O)Nc2ccccc2-c2nc3ccccc3[nH]c2=O)cccc1[N+](=O)[O-] returned RMI-FANCM inh 91.
Cc1ccc(S(=O)(=O)Nc2ccc3c(c2)N(C(=O)C(C)C)CCC3)cc1 was read as RMI-FANCM inh 61.
For CCn1ccc(C(=O)Nc2nnc(CSc3ccccc3)o2)n1 the results were RMI-FANCM inh 65.
For O=C(O)C1Cc2nc[nH]c2CN1 (stereo not given) the results were RMI-FANCM inh 57.
`Cc1cccc(S(=O)(=O)NCC(c2cccn2C)N2CCc3ccccc3C2)c1` (stereo not given) gave RMI-FANCM inh 67.
`CC(Nc1ccccn1)C(=O)N1CCN(Cc2ccccc2)CC1` (stereo not given) gave RMI-FANCM inh 61.
Screening Cc1cccc(NC(=O)NCC2COC3(CCCCC3)O2)c1 (stereo not given) returned RMI-FANCM inh 55.
Screening CS(=NC(=O)Nc1ccc(Cl)cc1)c1sc(Cl)c2c1C(=O)CC(C)(C)C2 (stereo not given) returned RMI-FANCM inh 56.
N/C(CC(=O)Nc1cc(Cl)cc(Cl)c1)=N/O was read as RMI-FANCM inh 54.
`CCc1ccc(S(=O)(=O)Nc2ccc3c(c2)N(CCOC)CCC3)s1` gave RMI-FANCM inh 47.
Screening Clc1ccc(CSCc2nc(-c3ccsc3)no2)cc1 returned RMI-FANCM inh 66.
Cc1nn(C2CCS(=O)(=O)C2)c2nc(-c3ccc(F)cc3)cc(C(=O)NC(C)C)c12 (stereo not given) was read as RMI-FANCM inh 75.
CN1CCN(c2ccc(-c3cccc(NC(=O)c4cccc(C(F)(F)F)c4)c3)nn2)CC1 was read as RMI-FANCM inh 56.
CCn1ccnc1N1CCN(C(=O)C(C)Oc2ccccc2)CC1 (stereo not given) was read as RMI-FANCM inh 61.
`O=C(Cn1c(=O)oc2ccc(Cl)cc21)N1CCCc2ccccc21` gave RMI-FANCM inh 74.
For Cc1ccc(CNC(=O)CSc2nccn3nc(-c4ccccc4)cc23)cc1 the results were RMI-FANCM inh 109.
`Cc1c(-c2ccccc2)n[nH]c1C(=O)N/N=C\c1ccc([N+](=O)[O-])cc1` gave RMI-FANCM inh 57.
Screening CCOC(=O)C1CCN(CC(O)COc2ccc(C(C)=O)cc2)CC1 (stereo not given) returned RMI-FANCM inh 64.
`Cc1ccc(-n2c(C)nc3ccc(NS(=O)(=O)c4ccc(C)cc4C)cc3c2=O)cc1` gave RMI-FANCM inh 61.
COc1cc(OC)c(OC)cc1/C=N\NC(=O)c1cc(-c2ccc(Cl)cc2Cl)n[nH]1 was read as RMI-FANCM inh 57.
For O=C(Nc1ccc2c(c1)CN(S(=O)(=O)c1ccccc1)CC2)c1cccc2ccccc12 the results were RMI-FANCM inh 63.
Cn1ccc(C(=O)N(CCCN2CCOCC2)c2nc3ccc(F)cc3s2)n1 was read as RMI-FANCM inh 69.
For O=C(CSc1ncnc2ccccc12)NCc1ccccc1Cl the results were RMI-FANCM inh 60.
`COc1ccc(-c2cn(C(=O)c3ccc(Cl)cc3)nc2C)cc1` gave RMI-FANCM inh 55.
Screening COc1ccc(Oc2cc(C)nc3ccccc23)cc1 returned RMI-FANCM inh 55.
Screening COc1ccc(CCC(=O)NCC(c2ccc3c(c2)CCCN3C)N2CCCC2)cc1 (stereo not given) returned RMI-FANCM inh 60.
`O=[N+]([O-])c1ccc(C(O)CNC(=S)Nc2ccccc2)cc1` (stereo not given) gave RMI-FANCM inh 59.
`O=C(NNC(=O)c1cccc2ccccc12)c1ccc2nsnc2c1` gave RMI-FANCM inh 55.
COc1ccccc1NC(=O)c1c(O)c2ccccc2n(-c2ccccc2)c1=O was read as RMI-FANCM inh 66.
`C#CCn1c(=NC(=O)CSCC(=O)NC2CCCCC2)sc2ccccc21` gave RMI-FANCM inh 59.

Some of these compounds in order of length of the SMILES, smallest number first:
Screening COc1ccc(Oc2cc(C)nc3ccccc23)cc1 returned RMI-FANCM inh 55.
For O=C(CSc1ncnc2ccccc12)NCc1ccccc1Cl the results were RMI-FANCM inh 60.
CCn1ccnc1N1CCN(C(=O)C(C)Oc2ccccc2)CC1 (stereo not given) was read as RMI-FANCM inh 61.
`O=C(NNC(=O)c1cccc2ccccc12)c1ccc2nsnc2c1` gave RMI-FANCM inh 55.
`COc1ccc(-c2cn(C(=O)c3ccc(Cl)cc3)nc2C)cc1` gave RMI-FANCM inh 55.
Screening CCOC(=O)C1CCN(CC(O)COc2ccc(C(C)=O)cc2)CC1 (stereo not given) returned RMI-FANCM inh 64.
`O=[N+]([O-])c1ccc(C(O)CNC(=S)Nc2ccccc2)cc1` (stereo not given) gave RMI-FANCM inh 59.
`C#CCn1c(=NC(=O)CSCC(=O)NC2CCCCC2)sc2ccccc21` gave RMI-FANCM inh 59.
For Cc1ccc(CNC(=O)CSc2nccn3nc(-c4ccccc4)cc23)cc1 the results were RMI-FANCM inh 109.
Cn1ccc(C(=O)N(CCCN2CCOCC2)c2nc3ccc(F)cc3s2)n1 was read as RMI-FANCM inh 69.
COc1ccccc1NC(=O)c1c(O)c2ccccc2n(-c2ccccc2)c1=O was read as RMI-FANCM inh 66.
Screening COc1ccc(CCC(=O)NCC(c2ccc3c(c2)CCCN3C)N2CCCC2)cc1 (stereo not given) returned RMI-FANCM inh 60.
`Cc1c(-c2ccccc2)n[nH]c1C(=O)N/N=C\c1ccc([N+](=O)[O-])cc1` gave RMI-FANCM inh 57.
CN1CCN(c2ccc(-c3cccc(NC(=O)c4cccc(C(F)(F)F)c4)c3)nn2)CC1 was read as RMI-FANCM inh 56.
Cc1nn(C2CCS(=O)(=O)C2)c2nc(-c3ccc(F)cc3)cc(C(=O)NC(C)C)c12 (stereo not given) was read as RMI-FANCM inh 75.

Going on with the list:
CC1CCCCN1S(=O)(=O)c1ccc(C(=O)Nc2nnc(-c3ccc(Br)cc3)o2)cc1 (stereo not given) was read as RMI-FANCM inh 62.
`CCOC(=O)c1cn[nH]c1S(=O)(=O)N(C)c1ccccc1` gave RMI-FANCM inh 60.
N#CC1=C(N)Oc2c(oc(CO)cc2=O)C12C(=O)N(Cc1ccc(Cl)cc1)c1ccccc12 (stereo not given) was read as RMI-FANCM inh 54.
CSc1c(C#N)c(-c2cccs2)nn1CC(=O)N/N=C\c1cccs1 was read as RMI-FANCM inh 52.
Screening COc1ccc(CCN2C(=O)CC(Sc3ncccc3C(=O)O)C2=O)cc1OC (stereo not given) returned RMI-FANCM inh 65.
O=C(OCc1ccco1)c1sc2sccc2c1Cl was read as RMI-FANCM inh 56.
For COc1ccc(NC(=O)Cn2cnc3c(-c4ccccc4)csc3c2=O)c(OC)c1 the results were RMI-FANCM inh 78.
Screening CCN(CC)S(=O)(=O)c1ccc2c3c(cccc13)C(=O)N2C(=O)c1ccncc1 returned RMI-FANCM inh 52.
For COc1ccc(C(=O)N/N=C\c2c(C)nn(-c3ccccc3)c2N2CCCCC2)cc1OC the results were RMI-FANCM inh 57.
Screening CCCCNC(=O)CC(NCCCC)C(=O)O (stereo not given) returned RMI-FANCM inh 60.
For NC(=O)c1ccc(NC(=O)Cn2nc(-c3ccc(F)cc3)c3sc(N4CCCC4)nc3c2=O)cc1 the results were RMI-FANCM inh 88.
`Cc1ccc(-c2cn3c(CC(=O)NCc4ccc(F)cc4)csc3n2)cc1` gave RMI-FANCM inh 67.
Cc1cc(NC(=O)c2ccc([N+](=O)[O-])o2)n(-c2nc(-c3ccccc3)cs2)n1 was read as RMI-FANCM inh 59.
`CCOC(=O)CN1C(=O)CC(c2cc(OC)c(OC)c(OC)c2)CC1=O` gave RMI-FANCM inh 50.
`O=C(Nc1cccc(C(F)(F)F)c1)N1CCN(c2ccc(-c3cccs3)nn2)CC1` gave RMI-FANCM inh 73.
For CC(C)(C)c1nnc(NCc2cccnc2)[nH]c1=O the results were RMI-FANCM inh 58.
Screening Cc1cc(NC(=O)C2CC2)n(-c2nc3c(cnn3-c3cccc(Cl)c3)c(=O)[nH]2)n1 returned RMI-FANCM inh 67.
Screening CC1c2ccsc2CCN1C(=O)NC(=O)c1ccc(Cl)cc1 (stereo not given) returned RMI-FANCM inh 53.
`CCOC(=O)c1c(NC(=O)c2ccccc2S(=O)(=O)CC)sc2c1CCN(C(=O)OC)C2` gave RMI-FANCM inh 55.
Cc1ccc(-c2ccc(=O)n(CCCNC(=O)NCc3ccccc3)n2)cc1 was read as RMI-FANCM inh 70.
Cn1c(=O)c2c(SCC(=O)N3CCc4ccccc43)nc(-c3cccc(F)c3)nc2n(C)c1=O was read as RMI-FANCM inh 58.
CCOC(=O)c1c(NC(=O)c2ccc([N+](=O)[O-])cc2)sc2c1CCC(C)C2 (stereo not given) was read as RMI-FANCM inh 75.
C=CCN1C(=O)C(CC(=O)NCC(=O)O)SC1=Nc1ccc(Cl)cc1 (stereo not given) was read as RMI-FANCM inh 58.
CCOC(=O)c1ccccc1N/C=C(/C#N)c1nc(-c2ccc3c(c2)OCO3)cs1 was read as RMI-FANCM inh 81.
C=CCn1c(SCC(=O)c2[nH]c(C)c(C(=O)OCC)c2C)nc2sc3c(c2c1=O)CCC3 was read as RMI-FANCM inh 74.
`CSc1sc(C(=O)NCC2CC2)c(-c2cccs2)c1C#N` gave RMI-FANCM inh 55&45.
Cc1ccc2nc(-c3ccc(N4C(=O)c5ccccc5C4=O)cc3)sc2c1 was read as RMI-FANCM inh 59.
For COc1ccc(C)cc1S(=O)(=O)n1nc(C)cc1C the results were RMI-FANCM inh 59.
O=C(Cc1ccc(Cl)cc1)Nc1ccc2c(c1)CCC(=O)N2Cc1ccccc1 was read as RMI-FANCM inh 62.
Screening CC1(C)CC(=O)c2sc(NC(=O)CSc3ccc(Cl)cc3)nc2C1 returned RMI-FANCM inh 59.
Screening CCSc1ccc(C(=O)Nc2nc(-c3cccnc3)cs2)cc1 returned RMI-FANCM inh 53.
`CN(C)c1ccc(CCCNC(=O)Cc2ccc(F)cc2)cc1` gave RMI-FANCM inh 71.
`O=C(CSc1ccc(NC(=O)c2ccco2)nn1)Nc1nccs1` gave RMI-FANCM inh 70.
CCn1ccc(C(=O)Nc2ccc(C(C)=O)cc2)n1 was read as RMI-FANCM inh 64.
`CCOC(=O)c1c(-c2cccs2)csc1NC(=O)CN1CCN(C)CC1` gave RMI-FANCM inh 74.
Screening O=C1N[C@H]2OC(C(O)CO)[C@H](O)[C@H]2O1 (stereo not given in full) returned RMI-FANCM inh 47.
Cc1ccc(C)c(NC(=S)N(CCN(C)C)C(C)c2cccnc2)c1 (stereo not given) was read as RMI-FANCM inh 59.
Screening O=C(Nc1nc(CCC(=O)N2CCc3ccccc32)cs1)NC1CCCCC1 returned RMI-FANCM inh 67.
Screening CCS(=O)(=O)c1cccc(C(=O)Nc2nnc(-c3ccc(F)cc3)o2)c1 returned RMI-FANCM inh 56.
`O=C(O)/C=N\Nc1ccc(Cl)cc1Cl` gave RMI-FANCM inh 67.
CCCCCOc1cccc(C(=O)Nc2nnc(-c3cccc(S(C)(=O)=O)c3)o2)c1 was read as RMI-FANCM inh 51.
Screening Cc1nnc(-c2ccc(OCC(=O)Nc3cccc(C)c3C)cc2)o1 returned RMI-FANCM inh 68.
`Cc1cc2cc(CCNC(=O)c3ccccc3I)c(=O)[nH]c2cc1C` gave RMI-FANCM inh 60.
For Cc1ccc(NC(=O)c2c(N)n(/N=C\c3cccs3)c3nc4ccccc4nc23)cc1 the results were RMI-FANCM inh 73.
CCn1nccc1C(=O)Nc1sc2c(c1C(N)=O)CCN(C(C)=O)C2 was read as RMI-FANCM inh 52.
COc1ccc(S(=O)(=O)NCC(c2ccsc2)N2CCc3ccccc3C2)cc1F (stereo not given) was read as RMI-FANCM inh 62.
Screening COc1ccc(OC)c2c1sc(=NC(=O)c1cc(C)no1)n2C returned RMI-FANCM inh 64.
CC(=O)Nc1ccc(C(=O)NCCNC(=O)CSCc2ccccc2)cc1 was read as RMI-FANCM inh 65.
CC(=O)C(Sc1ccc(Br)cc1)C(C)=O was read as RMI-FANCM inh 60.
For Cc1cc(=S)n2ccsc2n1 the results were RMI-FANCM inh 74.
`COc1ccc(CC(=O)N2CCN(c3ccc(N4CCCCC4)nn3)CC2)cc1` gave RMI-FANCM inh 57.
For Cc1ccc(NC(=O)CSc2nnc3ccccn23)cc1 the results were RMI-FANCM inh 72.

Some of the compounds tested; rates above refer to the full screens.
